Compound activity from PubChem.
NadD block – inhibitors of Staphylococcus aureus NadD | purified NadD enzyme, colorimetric absorbance read-out | inhibition, % at 20 µM | 360,000 tested, 0.78% active; in the data active = inhibition above about 26%; note: some compounds past the cut are filed as inactive
DNMT1 inh – inhibitors of human DNMT1. P26358. DNMT1 molecular beacon, Hinp1I cleavage, fluorescence. inhibition (reported as % activation of signal), % at 10 µM. 360,000 tested, 0.83% active. AID 588458; in the data active = inhibition above about 50%
Tb MetRS inh – blocks T. brucei methionyl-tRNA synthetase activity | purified T. brucei MetRS, ATP depletion, Kinase-Glo luminescence | inhibition, % at 11.9 µM | 360,000 tested, 0.4% active | AID 624268;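 active = inhibition above a per-plate cutoff of the control wells' mean inhibition plus 3 SD, cut at about 5.5% in these data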;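 note: 0% = DMSO wells median and 100% = median of wells with control inhibitor compound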
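Measured by: Kinase-Glo luciferase luminescence reporting remaining unconsumed ATP. Material: purified T. brucei MetRS enzyme. Doses: 11.9 µM compound single dose, 0.9% DMSO. Medium: HEPES buffer containing pyrophosphatase, BSA, spermine, DTT. Times: 15 min preincubation, 2 h reaction, all 25 °C. Reagent: methionine, ATP and bulk E. coli tRNA.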
Scp-1 inhibitor – inhibitors of human Scp-1 phosphatase; Q9GZU7; Recombinant Scp1, phosphopeptide, malachite green phosphate absorbance; inhibition, % at 20 µM; 340,000 tested, 0.88% active;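 active = inhibition above about 50% at 20 µM, limit read from the data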;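 note: plate controls were DMSO wells with enzyme for no effect and wells lacking enzyme for full effect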
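assay system = SCP-1 phosphatase catalytic domain, residues 76-261 | buffer or medium = 50 mM Tris acetate pH 5.5, 0.005% Tween-20, 10 mM MgCl2 | incubation = enzyme reaction 45 min at room temperature, colour 5 min, stabilisation 30 min | signal = Phosphate-binding colour reagent, absorbance read at 630 nm | measure = % inhibition at 20 µM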
SUMO1-SIM PPI – alters human SUMO1 binding to SIM partners | P63165 | SUMO1 binding to a labelled peptide, TR-FRET, 1 h | inhibition, % at 20 µM | 360,000 tested, 0.33% active | AID 602429; in the data active = inhibition above about 37%
Target sequence (P63165 whole entry, looked up): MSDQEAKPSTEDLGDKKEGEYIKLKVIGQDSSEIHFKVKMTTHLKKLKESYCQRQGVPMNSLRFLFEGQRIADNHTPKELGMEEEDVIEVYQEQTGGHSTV
LMPTP inh – LMPTP (human) inhibition; 360,000 tested, 0.22% active; recombinant LMPTP-A, OMFP fluorogenic substrate, fluorescence intensity; P24666; AID 651560; inhibition, % at 20 µM;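 active = compounds that cut the enzyme signal by at least half of the control window in the single-dose screen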;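 note: plate controls were DMSO wells with enzyme plus substrate for no effect and substrate without enzyme for full effect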
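Material: LMPTP-A; amount: 0.625 nM enzyme; doses: single 20 µM dose; times: reaction 50 min, room temperature, dark; technique: fluorescence intensity of OMFP turnover product; benchmarks: no-enzyme and uninhibited controls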
NRP1-CendR mod – alters CendR peptide binding to human NRP-1 | FAM-RPARPAR peptide binding to NRP-1, fluorescence polarization | O14786 | inhibition, % at 25 µM | 360,000 tested, 0.85% active;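 active = inhibition or corrected inhibition above about 18%, plus a signal ratio from 0.5 to 1.5, limit read from the data, passing the limit was not always enough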; note: strong numbers were not always called active
Target sequence (O14786 whole entry, looked up): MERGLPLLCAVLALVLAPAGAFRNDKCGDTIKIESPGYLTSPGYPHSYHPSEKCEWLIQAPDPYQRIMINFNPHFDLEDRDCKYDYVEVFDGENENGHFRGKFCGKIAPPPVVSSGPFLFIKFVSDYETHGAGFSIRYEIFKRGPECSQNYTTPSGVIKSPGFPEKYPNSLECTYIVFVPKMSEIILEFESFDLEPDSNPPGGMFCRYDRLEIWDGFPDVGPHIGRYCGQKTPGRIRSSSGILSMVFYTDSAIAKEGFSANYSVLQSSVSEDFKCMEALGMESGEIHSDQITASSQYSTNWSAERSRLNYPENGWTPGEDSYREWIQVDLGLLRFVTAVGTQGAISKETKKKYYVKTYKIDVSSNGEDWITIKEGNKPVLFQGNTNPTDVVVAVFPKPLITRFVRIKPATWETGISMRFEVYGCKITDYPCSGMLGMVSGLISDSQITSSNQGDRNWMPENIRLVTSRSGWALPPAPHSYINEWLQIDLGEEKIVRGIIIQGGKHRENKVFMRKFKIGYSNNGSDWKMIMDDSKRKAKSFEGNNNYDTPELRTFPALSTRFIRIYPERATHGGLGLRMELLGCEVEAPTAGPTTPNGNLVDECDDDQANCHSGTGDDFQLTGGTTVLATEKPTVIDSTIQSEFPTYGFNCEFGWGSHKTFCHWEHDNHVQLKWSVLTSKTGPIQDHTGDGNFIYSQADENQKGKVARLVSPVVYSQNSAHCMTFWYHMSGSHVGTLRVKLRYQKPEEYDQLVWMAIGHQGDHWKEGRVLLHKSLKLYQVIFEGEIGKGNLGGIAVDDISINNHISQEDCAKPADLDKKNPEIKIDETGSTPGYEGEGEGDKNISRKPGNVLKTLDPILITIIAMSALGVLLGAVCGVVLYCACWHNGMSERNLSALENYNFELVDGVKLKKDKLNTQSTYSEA
Neddylation inh – cullin neddylation inhibition | P61081+Q13564 | TR-FRET cullin neddylation, biochemical | calls only at 25 µM | 360,000 tested, 0.58% active | AID 651699; in the data active = inhibition above about 36%
SKN-1 inh – inhibitors of C. elegans SKN-1; C. elegans VP596 Pgst-4::GFP/RFP ratio, acrylamide-induced, 24 h; inhibition, % at 21.8 µM; 360,000 tested, 0.49% active;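 active = interference check ratio from 0.5 to 1.5 plus GFP to RFP signal ratio inhibition reaching or exceeding a fixed threshold, cut at about 30% in these data, passing the limit was not always enough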; note: some compounds called inactive have numbers as strong as hits
STEP block – STEP (human) phosphatase inhibition; 360,000 tested, 0.25% active; recombinant STEP, OMFP fluorogenic substrate, fluorescence; AID 588621; P54829; inhibition, % at 20 µM;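 active = inhibition at 20 µM, scaled per plate between control wells, above about 37%, limit read from the data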;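 note: 0% = DMSO with enzyme and substrate and 100% = substrate only without enzyme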
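Material: STEP (striatal-enriched tyrosine phosphatase) enzyme, cell-free; Compound dosing: 20 µM single dose in 1% DMSO; Technique: fluorescence read at 480 nm ex / 540 nm em; Times: reaction 20 min, ambient temperature; Medium: 50 mM Bis-Tris pH 6.0 with 2.5 mM DTT and 0.005% Tween 20; Also added: OMFP at 25 µM.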
* = called active by the depositor; i = inactive; · = not tested or not shown; + = active, no number.

NadD block,DNMT1 inh,Tb MetRS inh,Scp-1 inhibitor,SUMO1-SIM PPI,LMPTP inh,NRP1-CendR mod,Neddylation inh,SKN-1 inh,STEP block,Structure
-5,-2,8.2*,-5,-15,-1.5,2,i,7,-4,O=C(CSCC(=O)Nc1cccc([N+](=O)[O-])c1)Nc1ccccc1
-3,-7,-0.1,-8,-23,1.1,16,i,21,-2,COc1ccc(NC(=O)COC(=O)c2ccc3ccccc3n2)cc1OC
8,0,-0.1,-2,8,-0.5,-24,i,17,-4,COCCN(C(=O)c1cc(Cl)ccn1)c1c(N)n(Cc2ccccc2)c(=O)[nH]c1=O
-8,-2,1.3,-6,0,-1.5,-7,i,-6,-3,CC12CCC(=O)N1C(C(=O)OCC(=O)Nc1cccc(Br)c1)CS2 (stereo unspecified)
0,2,-0.6,2,-2,-1.9,2,i,-27,-4,CCOc1cc(S(=O)(=O)N2CCOCC2)ccc1F
20,9,-0.5,0,-3,1.6,13,·,-8,-1,COc1ccc(-c2cc(C(=O)N/N=C/c3cccnc3)c3cc(C)cc(C)c3n2)cc1
3,1,-0.2,-2,2,0.8,-2,i,5,7,O=C1NCCNC1c1ccccc1 (stereo unspecified)
1,0,-0.2,-8,0,0.6,9,i,6,3,CC(=O)Nc1ccc(C(=O)NCCCSc2ccccc2)cc1
-7,-2,-0.6,-11,-3,0.3,4,i,2,-2,COc1ccc(S(=O)(=O)NCC(=O)NCCc2ccc(OC)c(OC)c2)cc1
-3,-1,-0.1,-10,5,1.0,8,i,-3,3,CCOc1ccccc1NC(=O)CCCc1ccc(OC)c(C)c1
3,-3,0.4,-8,-3,-0.3,-4,i,-3,0,CCN(CC(=O)Nc1cc(Cl)ccc1C)C(=O)CN1C(=O)NC(CC)(c2ccccc2)C1=O (stereo unspecified)
0,-1,-0.3,-13,-4,-0.7,5,i,6,1,CN(C)C(=O)NC1c2ccccc2-c2ccccc21
1,2,-0.2,-2,-2,-1.1,-3,i,20,1,COc1ccc(NS(=O)(=O)c2cccc(C(=O)NNC(=O)CN3C(=O)NC(C)(C)C3=O)c2)cc1
1,0,-0.8,-5,0,0.3,6,i,-3,-3,COc1ccc(CCNC(=O)CSc2nc3c(c(=O)n(C)c(=O)n3C)n2C(C)C)cc1OC
-5,3,0.1,-15,4,-1.1,-8,i,1,8,COc1cc(OC)cc(C(=O)NC2CCCCCCC2)c1
-2,1,-0.7,-2,1,-0.6,0,i,6,-2,O=C(CSC1=NCCS1)NC(NC(=O)CSC1=NCCS1)c1ccccc1
-2,0,-1.0,-5,-1,-0.1,7,i,-4,0,c1cc2nnnn2nc1N1CCCCCC1
2,-4,-0.7,2,-6,3.4,-6,i,6,2,O=C(/C=C/c1ccc2c(c1)OCO2)c1ccccn1
15,-7,0.5,-2,24,2.0,-29,i,14,3,CCn1c(=O)c(C(=O)Nc2nc3ccccc3[nH]2)c(O)c2ccccc21
-1,-1,-0.9,6,2,1.1,-4,i,11,2,Cc1ccc(-c2nc(-c3ccccn3)no2)cc1Cl
-3,-4,0.5,-6,3,2.2,-9,i,-4,0,O=C(c1cccs1)N(Cc1cc2ccccc2[nH]c1=O)c1ccccc1
2,-1,-0.1,-2,1,-1.9,1,i,15,1,CC(Cc1ccco1)NC(=O)c1cccc(S(=O)(=O)N(C)C)c1 (stereo unspecified)
0,1,-1.4,1,0,-0.7,-2,i,-12,4,CCOc1ccc(NC(=S)NNC(=O)c2ccc(Br)cc2)cc1
-5,-2,0.0,-5,-2,-3.2,12,i,20,0,CCOCCCNC(=O)C1CCN(Cc2cccc(OCc3ccccc3)c2)CC1
-5,-4,-1.0,-5,-2,0.6,10,i,-2,-2,COc1ccc(N(CC(=O)Nc2c(C)cccc2C)S(=O)(=O)c2ccccc2[N+](=O)[O-])c(OC)c1
·,·,-0.5,·,-2,2.2,11,i,3,·,Cc1ccc(N2CCN(C(C(=O)Nc3c(C)cccc3C)c3ccccc3OC(F)(F)F)CC2)cc1 (stereo unspecified)
1,0,0.5,-5,4,-0.8,-1,i,17,2,CCn1cc(C(=O)N[C@@H](CCSC)C(=O)NCCCn2ccnc2)c(=O)c2cc3c(cc21)OCO3
5,-4,-0.3,-9,-9,-2.0,-70,+,5,-1,CS(=O)(=O)Nc1ccc(C2=NN(S(C)(=O)=O)C(c3cccs3)C2)cc1 (stereo unspecified)
-8,0,-0.8,-1,-15,-0.6,23,i,-10,1,COc1ccc(-n2nc(C(=O)NCC(=O)N3CCN(c4ccccc4F)CC3)c3ccccc3c2=O)cc1OC
-1,-4,0.3,-5,-2,1.9,0,i,31,1,CN(C)CC(=O)c1ccc(-c2ccccc2)cc1

Just NRP1-CendR mod and SUMO1-SIM PPI, for 3 of the compounds above:
| SMILES | NRP1-CendR mod | SUMO1-SIM PPI |
| --- | --- | --- |
| COCCN(C(=O)c1cc(Cl)ccn1)c1c(N)n(Cc2ccccc2)c(=O)[nH]c1=O | -24 | 8 |
| CC12CCC(=O)N1C(C(=O)OCC(=O)Nc1cccc(Br)c1)CS2 (stereo unspecified) | -7 | 0 |
| CCOc1cc(S(=O)(=O)N2CCOCC2)ccc1F | 2 | -2 |

The listing continues.
NadD block,DNMT1 inh,Tb MetRS inh,Scp-1 inhibitor,SUMO1-SIM PPI,LMPTP inh,NRP1-CendR mod,Neddylation inh,SKN-1 inh,STEP block,Structure
2,-2,-0.7,3,-1,-2.0,6,i,5,1,Cc1n[nH]c(=O)nc1N1CCc2ccccc2C1
-1,-1,-0.1,·,-1,-2.7,-10,i,1,1,CC(=O)Nc1cccc(NS(=O)(=O)c2ccc3c(c2)CCC(=O)N3)c1
9,1,-0.2,-5,8,-0.3,-2,i,6,-4,O=C(Cn1c(=O)oc2ccccc21)Nc1ccc(F)cc1
2,1,-0.2,-3,3,1.3,2,i,8,2,Cc1ccccc1NC(=O)Cc1nc(COC(=O)CC(C)c2ccccc2)cs1 (stereo unspecified)
0,0,-0.4,6,8,0.1,-9,i,0,3,COc1ccccc1S(=O)Cc1ccc(C(=O)NCc2ccccc2Cl)o1 (stereo unspecified)
9,-2,0.0,8,-4,-2.0,-5,i,2,-2,N#Cc1ccc(C(=O)N/N=C/c2cn(CC(=O)O)c3ccccc23)c(F)c1
1,-2,-0.3,-8,1,5.8,-12,i,7,-3,CCC(C(=O)NCc1cccnc1)n1nc(C)n2c(cc3occc32)c1=O (stereo unspecified)
-7,-1,-0.5,-21,-10,2.1,-8,·,25,-1,O=C(Nc1ccc(Cl)cc1)Nc1cccc2nsnc12
-6,3,-0.2,-6,4,-1.1,2,i,4,2,Cc1ccccc1SCc1noc(C(=O)NCC2CCCO2)c1C(=O)O (stereo unspecified)
-6,2,-0.5,4,0,-1.7,-1,i,-10,2,CCCCCCCn1ccc(O)c(CC(=O)OC)c1=O
14,-11,-1.2,0,0,1.3,-6,i,6,1,O=S(=O)(Nc1nc2ccccc2nc1N1CCN(c2ccccc2)CC1)c1ccc(F)cc1
7,1,0.2,-16,32,-1.1,3,i,-2,-4,COc1ccc(N2CCN(C(CNC(=O)C(=O)NCc3cccs3)c3ccco3)CC2)cc1 (stereo unspecified)
0,1,-0.4,3,1,-0.8,3,i,-39,-3,CC(C)CNC(=O)c1cc(S(=O)(=O)N2CCOCC2)ccc1N1CCCC1
13,1,1.9,·,-3,-1.0,2,i,-1,-1,COc1ccc(C2CC(c3ccc(C)cc3)=NN2C(=O)CCC(=O)O)cc1OC (stereo unspecified)
1,2,-0.2,-9,6,0.8,-2,i,23,2,COc1ccc(C(CNC(=O)c2ccc(NS(=O)(=O)c3ccc4c(c3)OCCO4)cc2)N(C)C)cc1 (stereo unspecified)
0,1,0.3,-6,-1,0.1,1,i,4,-2,CCCN1CCN(S(=O)(=O)c2ccc3c(c2)CC(C)N3C(=O)C2CC2)CC1 (stereo unspecified)
2,2,-0.6,-17,5,4.1,5,i,0,0,O=C(OCc1ccccc1)N1CCC2CC1c1cc(-c3ccccc3)ccc12 (stereo unspecified)
-8,8,-1.6,-5,4,-0.9,-4,i,-6,1,Cc1cccc(C)c1OCC(O)Cn1nnc2ccccc21 (stereo unspecified)
4,2,-0.3,-7,-3,-1.4,-11,i,-1,-1,COC(=O)[C@H](C)NC(=O)/C=C/c1ccc(OC)cc1
-2,-2,-0.8,8,-31,-1.9,-9,i,7,-1,O=C1OCCN1/N=C/c1ccc([N+](=O)[O-])o1
0,42,-0.2,-8,14,40,-14,i,-3,0,Nc1cc2cccnc2cc1Cl
2,0,-0.6,-12,4,0.5,-4,i,9,0,CCC(C)c1ccc(O)c(NC(=O)c2ncn[nH]2)c1 (stereo unspecified)
-2,6,0.3,21,2,-0.4,14,i,-1,1,COCCn1c(SCC#N)nnc1-c1ccc2c(c1)OCO2
2,1,0.7,-1,-27,0.7,3,i,8,2,O=C(c1cc([N+](=O)[O-])ccc1N1CCCC1)N1CCCCC1
-2,-26,-0.1,0,-1,-0.4,12,i,-2,-2,O=C(CSc1nnc(-c2cccnc2)n1-c1ccccc1)Nc1ccccn1
-2,-5,0.7,-8,-4,2.0,-8,i,1,1,Cc1cc([N+](=O)[O-])nn1Cc1ccc(C(=O)N/N=C/c2ccc(O)cc2O)cc1
10,-1,-0.3,-3,3,0.6,-1,i,5,0,O=C(O)CCNc1nc(C(F)(F)F)nc2ccccc12
0,0,-1.6,-12,-1,-1.8,-4,i,0,-4,O=C(NCc1ccco1)C1CC(=O)N(c2ccc(O)cc2)C1 (stereo unspecified)
-5,2,-0.8,0,-1,-1.2,6,i,-8,-1,O=C(NCc1ccccc1)N1CCN(c2ccccc2)CC1
0,-5,1.9,-8,3,8.6,11,i,6,2,COc1cccc(CNc2ccc3[nH]c(=O)[nH]c3c2)c1OCc1ccccc1
4,-1,-0.4,-2,-1,1.1,6,i,0,-2,Cc1occc1-c1nnc(SCC(=O)Nc2ccccc2)n1C
-5,3,-0.1,·,1,-0.4,-3,i,-8,0,COCCNC(=S)N1CCC(C(=O)c2ccc(Cl)cc2)CC1
12,-7,-0.6,0,-1,4.8,14,i,1,2,Cc1cc2nc(-c3cccc(NC(=O)c4ccc(Br)o4)c3)oc2cc1C

Reprinted at random: three entries already listed
NadD block,DNMT1 inh,Tb MetRS inh,Scp-1 inhibitor,SUMO1-SIM PPI,LMPTP inh,NRP1-CendR mod,Neddylation inh,SKN-1 inh,STEP block,Structure
9,-2,0.0,8,-4,-2.0,-5,i,2,-2,N#Cc1ccc(C(=O)N/N=C/c2cn(CC(=O)O)c3ccccc23)c(F)c1
2,0,-0.6,-12,4,0.5,-4,i,9,0,CCC(C)c1ccc(O)c(NC(=O)c2ncn[nH]2)c1 (stereo unspecified)
2,-2,-0.7,3,-1,-2.0,6,i,5,1,Cc1n[nH]c(=O)nc1N1CCc2ccccc2C1
